CCHFV vOTU inh: CCHFV vOTU protease inhibition; Pep-AMC fluorescence; inhibition, % at 11.5 µM; actives 0.55% (n = 370,000); AID 651958; in the data active = inhibition above about 30%; also: 0% = vehicle wells with enzyme and 100% = no enzyme wells
TcdB inh: TcdB glycohydrolase inhibition. actives 0.24% (n = 350,000). inhibition, % at 9.99 µM. TcdB glycohydrolase enzymatic assay, plate reader. AID 652162; in the data active = inhibition above about 10%
Target sequence (P18177 whole entry, looked up): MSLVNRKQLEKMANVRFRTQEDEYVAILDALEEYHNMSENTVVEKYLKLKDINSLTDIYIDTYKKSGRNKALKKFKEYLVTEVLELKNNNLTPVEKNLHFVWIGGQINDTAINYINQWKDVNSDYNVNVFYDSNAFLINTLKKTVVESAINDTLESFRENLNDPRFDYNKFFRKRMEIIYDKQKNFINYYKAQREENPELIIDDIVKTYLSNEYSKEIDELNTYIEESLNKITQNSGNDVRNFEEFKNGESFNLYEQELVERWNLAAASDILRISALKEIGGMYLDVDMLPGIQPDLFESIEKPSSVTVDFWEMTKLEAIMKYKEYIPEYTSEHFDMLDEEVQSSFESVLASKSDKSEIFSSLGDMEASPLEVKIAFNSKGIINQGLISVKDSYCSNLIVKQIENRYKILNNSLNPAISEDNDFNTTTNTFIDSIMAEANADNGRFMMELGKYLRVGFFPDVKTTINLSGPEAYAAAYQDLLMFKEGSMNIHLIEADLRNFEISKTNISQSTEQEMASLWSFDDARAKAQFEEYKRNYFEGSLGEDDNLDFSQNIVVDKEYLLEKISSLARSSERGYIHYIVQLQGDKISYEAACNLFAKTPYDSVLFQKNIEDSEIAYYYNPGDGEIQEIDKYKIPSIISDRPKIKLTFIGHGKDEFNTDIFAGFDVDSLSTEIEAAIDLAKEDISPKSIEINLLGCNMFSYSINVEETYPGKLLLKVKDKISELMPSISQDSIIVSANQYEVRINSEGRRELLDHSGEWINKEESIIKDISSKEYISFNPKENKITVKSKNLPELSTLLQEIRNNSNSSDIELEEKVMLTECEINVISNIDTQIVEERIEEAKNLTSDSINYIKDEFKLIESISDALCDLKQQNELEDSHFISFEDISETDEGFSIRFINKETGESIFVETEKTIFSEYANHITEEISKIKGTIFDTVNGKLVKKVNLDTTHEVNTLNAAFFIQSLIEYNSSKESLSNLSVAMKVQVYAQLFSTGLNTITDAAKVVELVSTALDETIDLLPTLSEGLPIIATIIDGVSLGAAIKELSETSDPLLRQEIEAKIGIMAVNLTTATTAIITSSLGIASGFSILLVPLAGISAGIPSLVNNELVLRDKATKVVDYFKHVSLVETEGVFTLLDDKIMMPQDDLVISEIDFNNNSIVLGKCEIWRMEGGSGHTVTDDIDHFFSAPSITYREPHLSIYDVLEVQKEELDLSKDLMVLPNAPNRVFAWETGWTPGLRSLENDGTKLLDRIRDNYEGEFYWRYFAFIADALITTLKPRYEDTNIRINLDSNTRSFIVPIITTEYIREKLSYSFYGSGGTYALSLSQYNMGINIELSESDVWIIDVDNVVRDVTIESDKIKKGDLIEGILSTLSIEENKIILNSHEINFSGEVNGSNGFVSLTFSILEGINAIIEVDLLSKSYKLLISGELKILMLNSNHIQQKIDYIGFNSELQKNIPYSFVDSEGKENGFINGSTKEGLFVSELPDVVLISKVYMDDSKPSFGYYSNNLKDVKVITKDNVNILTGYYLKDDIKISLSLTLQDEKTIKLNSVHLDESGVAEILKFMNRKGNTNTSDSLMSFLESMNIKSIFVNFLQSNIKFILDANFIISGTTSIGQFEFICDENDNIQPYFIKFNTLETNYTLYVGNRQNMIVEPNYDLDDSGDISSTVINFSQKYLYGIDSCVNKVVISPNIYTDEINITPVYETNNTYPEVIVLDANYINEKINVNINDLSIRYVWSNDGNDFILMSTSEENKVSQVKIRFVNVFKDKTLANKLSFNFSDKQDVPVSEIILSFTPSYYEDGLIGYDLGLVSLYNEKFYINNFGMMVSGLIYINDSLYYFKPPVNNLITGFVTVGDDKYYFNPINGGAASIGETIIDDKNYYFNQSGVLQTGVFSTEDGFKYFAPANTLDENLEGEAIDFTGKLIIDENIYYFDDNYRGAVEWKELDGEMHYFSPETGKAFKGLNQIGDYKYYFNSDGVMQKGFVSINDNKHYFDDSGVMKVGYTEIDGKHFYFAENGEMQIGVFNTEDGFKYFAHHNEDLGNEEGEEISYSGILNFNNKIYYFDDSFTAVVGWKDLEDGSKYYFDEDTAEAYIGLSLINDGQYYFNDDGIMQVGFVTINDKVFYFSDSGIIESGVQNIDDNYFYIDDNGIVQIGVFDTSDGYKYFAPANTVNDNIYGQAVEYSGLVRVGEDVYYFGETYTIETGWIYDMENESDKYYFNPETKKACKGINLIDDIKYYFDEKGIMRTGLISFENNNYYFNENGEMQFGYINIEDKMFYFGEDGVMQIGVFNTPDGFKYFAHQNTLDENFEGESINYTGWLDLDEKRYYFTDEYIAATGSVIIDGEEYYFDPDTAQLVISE
Active calls of the source: *; & = joins results of further samples.

SMILES	CCHFV vOTU inh	TcdB inh
CC(C)(C)c1ccc(C#C[C@@H]2C=C[C@H](O)[C@@H](COC(=O)Nc3ccccc3)O2)cc1	23	0.5
CC(=O)CC(=O)O[C@@H]1C=C[C@H](NC(=O)OC(C)(C)C)C1	-2	0.1
C[C@H]1CN(S(=O)(=O)C(C)(C)C)[C@@H](CCO)/C1=C\CCO	13	0.3
CC(C=NN=C1C(=O)Nc2ccccc21)=Cc1ccccc1	3	-0.7
COC(=O)C1=C(C)N(Cc2ccc(C(F)(F)F)cc2)C(=NCc2ccccc2C(F)(F)F)NC1c1ccccc1 (stereo not drawn)	12	1.8
COCc1cc(N2CCNC[C@H]2C)ccc1N1C[C@@H](C)O[C@@H](C)C1	16	-4.1
CNC(=O)c1ccccc1C1(O)c2ccccc2CCc2ccccc21	-3	0.5
Cc1ccc2c(c1)-n1c(nc3ccccc3c1=O)C(CC(C)C)NC2=O (stereo not drawn)	-5	-0.1
CCOC(=O)C1=C(C(=O)OCC)C2N(Cc3ccc(C#N)cc3)c3ccccc3[C@@]23C[C@@H](C(=O)OC)N(S(=O)(=O)c2c(C)noc2C)C3=N1 (stereo partly drawn)	2	0.9
CCCCc1c(-c2ccccc2OC)ncn1Cc1ccc(C(C)(C)C)cc1	21	0.5
CCCc1cc2c(O)ccc(O)c2c(=O)o1	-19	-9.3
CCOC(=O)N[C@H](C(=O)N1CCC[C@H]1C(=O)NC1CCCC1)c1ccccc1	-8	-3.8
O=C(NN=Cc1ccccc1Cl)C(=O)Nc1cccc(C(F)(F)F)c1	14	1.2
Cc1cc(N2CCN(C(=O)OC(C)(C)C)C[C@H]2C)ccc1N1C[C@@H](C)O[C@@H](C)C1	14	1.3
Cc1ccccc1CN1C(=O)CSCC1(C)C(=O)NC(C)C (stereo not drawn)	20	-1.0
CCNC(=O)OC[C@H]1O[C@H](C#Cc2ccc(C(C)(C)C)cc2)C=C[C@H]1OC(C)=O	8	0.1
CC(C)S(=O)(=O)N[C@@H]1c2cc3c(cc2[C@H](c2ccccc2)[C@H]1C)OCO3	-3	1.7
CN1C(=O)[C@@]2(O[C@H]3[C@H]4C=C[C@@H]([C@H]5C(=O)N(Cc6ccccc6)C(=O)[C@@H]45)N3C3=C2C(=O)CC3)c2ccccc21	14	-4.8
CCOC(=O)N[C@H](C(=O)N1CCC[C@H]1C(=O)NC1CCCC1)C1CCCCC1	-2	-0.1
COC(=O)C[C@@H]1CC[C@@H]2[C@H](COc3ccc(NC(=O)c4ccc(F)c(F)c4)cc3C(=O)N2C)O1	-6	-0.9
O=c1cc(-c2ccccc2)oc2c1ccc1ccccc12	-7	-0.3
COc1ccc(OC)c(CN2C(=O)CN(S(C)(=O)=O)CC2(C)C(=O)Nc2c(C)cccc2C)c1 (stereo not drawn)	12	0.8
Cc1[nH]c2ccccc2c1CC(=O)Nc1ccc(Nc2cccnc2)c(-c2ccc(OC(F)(F)F)cc2)c1	21	0.2
Cc1ccc(N2CCN(C3C(=O)Nc4ccccc4-n4nnnc43)CC2)cc1 (stereo not drawn)	12	1.1
Cc1cccc(C)c1NC(=O)C(C1CC1)n1c(=O)c(-c2ccccc2)nc2ccccc21 (stereo not drawn)	-26	0.9
SMILES	CCHFV vOTU inh	TcdB inh
Cc1ccc(S(=O)(=O)N2[C@H](CC(=O)c3cccs3)OC[C@@H]2C(C)C)cc1	-1	0.8
O=C(C[C@@H]1CC[C@H](NS(=O)(=O)c2ccccc2F)[C@@H](CO)O1)NCCCN1CCOCC1	-3	1.6&-0.2
OC[C@H]1CC[C@@H]2O[C@H](CCc3ccc(-c4ccc(F)cc4)cc3)[C@H](n3cc(C4CC4)nn3)C[C@@H]2O1	14	-0.1
O=C(NCc1cccs1)C1C(=O)Nc2ccccc2C(=O)N1Cc1ccccc1 (stereo not drawn)	20	-0.3
Cc1cccc(C)c1NC(=O)C(c1ccccc1F)n1c(=O)c(-c2ccccc2)nc2ccccc21 (stereo not drawn)	-1	-0.4
NCCCC(C(=O)O)N(C(=O)OCc1ccccc1)C(=O)OCc1ccccc1 (stereo not drawn)	-9	-1.5
CCOC(=O)[C@]12CCCC=C1N(Cc1ccccc1)C(=O)[C@H](CC(=O)N1CCCCCC1)C2	-62	1.8
CC(C)c1cc(C(=O)NCc2ccc(F)cc2)c(N)s1	4	0.8
O=C(N[C@H](C(=O)N1CCC[C@H]1C(=O)NC1CCCC1)C1CCCCC1)c1ccccc1	-6	0.9
CCCCCCCCN1C(=O)N(Cc2ccc(OC)cc2)S(=O)(=O)c2ccc(F)cc21	2	-0.3
O=C(C[C@H]1C=C[C@@H](NC(=O)c2ccncc2)[C@@H](CO)O1)NCC1CC1	6	0.1&1.1
C[C@H](CO)N1C[C@H](C)[C@@H](CN(C)C(=O)CCC(F)(F)F)OCc2cn(nn2)CCCC1=O	4	0.2&0.9&-0.1
O=C(/C=C(\Nc1ccc(Br)c(F)c1)c1ccccc1)c1ccccc1	9	1.1
Cc1cc(N2CCN(CC(C)(C)O)C[C@@H]2C)ccc1N1CCN(CC(C)(C)O)[C@H](C)C1	23	-9.0
O=C(NCC[C@H]1CC[C@H](NS(=O)(=O)c2ccc(F)cc2)[C@@H](CO)O1)c1ccc2c(c1)OCO2	-9	-4.4&-0.6
COC(=O)C1=C(C)N(C)C(=NCc2ccc(C(F)(F)F)cc2)NC1c1ccc(Cl)cc1 (stereo not drawn)	29	2.5
COc1ccc(NC(=O)C(c2ccc(C(F)(F)F)cc2)n2c(=O)c(-c3ccco3)nc3ccccc32)cc1 (stereo not drawn)	7	0.1
CCOC(=O)C1=CCN(S(C)(=O)=O)C1c1ccc(Cl)cc1 (stereo not drawn)	5	1.9
CC1(C(=O)NCc2ccccc2)CSCC(=O)N1CCCN1CCOCC1 (stereo not drawn)	23	-12
CCCCNC(=O)C(NC(=O)c1cnc(C)cn1)C(=O)c1ccccc1 (stereo not drawn)	-5	-5.1
COC(=O)[C@]12C[C@H](CC(=O)NCC34CC5CC(CC(C5)C3)C4)C(=O)N(Cc3ccccc3)C1=C[C@H](C(C)(C)C)O[C@@H]2C	19	-0.2
CC(=O)C1=C(C)N(CC(C)C)C(=S)NC1c1ccc(Br)cc1 (stereo not drawn)	9	1.0
C[C@H]1CN([C@@H](C)CO)C(=O)CCCn2nncc2CO[C@@H]1CN(C)C(=O)Nc1ccc(N2CCN(C)CC2)cc1	11	-0.6&-0.3
CCc1cc2c(nc1CC)CCCN2CCOC	-51	0.6
Cc1cccc(C2=CC(=O)CC(C)(C)C2=O)c1	4	0.0
SMILES	CCHFV vOTU inh	TcdB inh
CC1(C(=O)Nc2ccc3c(c2)OCCO3)CN(S(C)(=O)=O)CC(=O)N1CCc1ccccc1 (stereo not drawn)	6	-3.3
Cc1cc(N2CCNC[C@H]2C)ccc1N1CCN[C@H](C)C1	17	-6.1
COC(=O)C1=C(C)N(Cc2cccc(C(F)(F)F)c2)C(=NCc2cc(OC)c(OC)c(OC)c2)NC1CCc1ccccc1 (stereo not drawn)	22	2.2
O=c1ccn2c(n1)OC1CC2OC1COC(c1ccccc1)(c1ccccc1)c1ccccc1 (stereo not drawn)	12	-2.2
O=C(NCC[C@@H]1CC[C@@H](NS(=O)(=O)c2ccccc2)[C@@H](CO)O1)c1cc(Cl)cc(Cl)c1	-10	-0.8&0.8
Cc1ccc(S(=O)(=O)N2CCCc3nc(-c4ccc(Br)cc4)ccc32)cc1	-3	0.1
OC(c1ccccc1)(c1ccccc1)C1CCN(CCCOc2ccc(-c3cncnc3)cc2)CC1	2	-0.4
O=C(N[C@H](C(=O)N1CCC[C@H]1C(=O)NCCc1ccccc1Cl)c1ccccc1)c1ccccc1	0	1.5
COC(=O)[C@@]12C[C@@H](CC(=O)N3CCSCC3)C(=O)N(CCc3ccc(OC)c(OC)c3)C1=CCC(C)(C)C2	-1	0.6
COc1cccc(CNC(=O)[C@H]2CCCN2C(=O)[C@H]2CCCN2C(=O)c2ccc(C)cc2)c1	-6	0.5
O=C(NCc1ccccc1)[C@@H]1CCCN1C(=O)[C@H]1CCCN1C(=O)c1cccc(Cl)c1	-11	0.4
Nc1sc2c(c1C(=O)NCCc1ccccc1)CCCC2	19	-1.3
O=C(NCc1ccccc1)[C@H]1CCCN1C(=O)[C@H]1CCCN1C(=O)c1ccc(F)cc1F	13	2.1
COC(=O)c1cc2c(c3c4ccccc4n(S(=O)(=O)c4ccc(C)cc4)c13)C(=O)N(C)C2	2	1.0
C=CCN1[C@H](C)[C@H](c2ccccc2)Oc2cc(Br)ccc2S1(=O)=O	-5	0.8
CSCCC(NC(=O)OCc1ccccc1)C(=O)NC(Cc1c[nH]c2ccccc12)C(=O)O (stereo not drawn)	26	0.6
CCN=C1NC(c2ccccc2C(F)(F)F)C(C(=O)OC)=C(C)N1Cc1ccc(C(F)(F)F)cc1 (stereo not drawn)	4	1.4
Cc1ccc(S(=O)(=O)N2[C@@H](CO)CO[C@H]2CC(=O)c2cccs2)cc1	-7	-0.5
C[C@@H]1CN(c2ccc(N3CCNC[C@@H]3C)cc2C#N)C[C@H](C)O1	14	0.9
CCOC(=O)[C@]12CCCC=C1N(Cc1ccccc1)C(=O)[C@H](CC(=O)NCc1ccc(OC)c(OC)c1)C2	15	0.9
O=C1c2c(-c3ccc(Br)cc3)noc2CCN1Cc1cn(-c2ccc(Cl)cc2)nn1	-1	-0.1
COC(=O)Cc1nnn2c1[C@@H](C)[C@@H](c1ccccc1Br)O[C@@H](C)C2	-7	1.3
CCCCc1c(-c2ccccc2OC)ncn1Cc1ccc(Cl)cc1Cl	20	-4.7
CCCCCCCCN1C(=O)[C@@H](CC(=O)NCc2ccc(C)o2)C[C@@]2(C(=O)OC)C1=C[C@H](C(C)(C)C)O[C@@H]2C	18	0.2
COCCN1Cc2cc(C(=O)OC)c3c(c2C1=O)c1cc(F)ccc1n3C(=O)c1ccccc1	0	0.1
SMILES	CCHFV vOTU inh	TcdB inh
COc1cccc(CNC(=O)[C@H]2CCCN2C(=O)[C@H]2CCCN2)c1	2	1.2
COc1ccccc1CCn1cnc(-c2ccc(Br)cc2)c1CC(C)C	7	2.1
COc1ccc(C2CC(=O)C(c3ccccc3OC)=CN2Cc2ccccc2)cc1 (stereo not drawn)	8	1.3
C=CCO[C@H]1CN(C(=O)OC)[C@@H]2C[C@H]1Oc1ccccc12	-8	-0.1
CC(=O)Nc1cc2nc3ccccc3oc-2cc1=O	2	0.0
COc1ccc(C2=Nc3ccccc3N(C(=O)Cc3cc(OC)cc(OC)c3)C2C(=O)NC(C)C)cc1 (stereo not drawn)	11	0.7
COC(=O)[C@]12CCCCC=C1N(Cc1ccc3c(c1)OCO3)C(=O)[C@H](CC(=O)NCCCN1CCCC1=O)C2	-5	0.7
COC(=O)c1ccc2nc(-c3ccc(C)cc3)c(CC(C)(C)C)n2c1	10	1.3
CC(C)NC(=O)OC[C@H]1O[C@H](C#Cc2ccc(C(C)(C)C)cc2)C=C[C@H]1O	8	2.2
Cc1ccc2c(c1)-n1c(nc3cc(F)ccc3c1=O)C(Cc1ccc(O)cc1)NC2=O (stereo not drawn)	-2	1.1
O=C(C(=O)N1CCC(CNS(=O)(=O)c2ccc(F)cc2)CC1)c1cccs1	-8	0.9
C[C@@H]1CN(C(=O)OC(C)(C)C)CCN1c1ccc(Br)c(C#N)c1	8	2.4
CN1CCCCC(NC(=O)c2ccccc2)C1=O (stereo not drawn)	-3	0.3
N#Cc1ccc(C(=O)NCC2CCN(C(=O)C(=O)c3cccs3)CC2)cc1	5	-0.1
Nc1nc2c(ncn2[C@@H]2O[C@H](C(=O)N[C@H](Cc3ccccc3)C(=O)NCCCc3ccccc3)[C@@H](O)[C@H]2O)c(=O)[nH]1	5	-9.2
Nc1nc2c(ncn2[C@@H]2O[C@H](C(=O)NCC(F)(F)F)[C@@H](O)[C@H]2O)c(=O)[nH]1	3	0.2
COc1cc(N/C(=C\C(=O)c2ccccc2)c2ccccc2)ccc1Cl	-6	-0.5
C=CCC(NC(=O)N(C)C)(C(C)=O)C(=O)OC (stereo not drawn)	1	1.6
CN(c1cccnc1)c1ccc(NC(=O)Cc2c[nH]c3ccccc23)cc1-c1ccc(C(C)(C)C)cc1	10	0.8
COc1ccc(OCCCN2CCC(C(O)(c3ccccc3)c3ccccc3)CC2)cc1	25	1.1

This is a subset. The share of hits here may be higher or lower than overall.
